DAGLB inh: diacylglycerol lipase beta (human) inhibition | Q8NCG7 | HEK293T DAGLB membrane lysate, EnzChek fluorogenic substrate | inhibition, % at 5.17 µM | 340,000 compounds, 0.059% hits; in the data active = inhibition above about 34%;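 note: 0% = enzyme with vehicle and 100% = wells lacking enzyme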
CAL PDZ FP-1: blocks peptide binding to the human CAL PDZ domain; Q9HD26; purified CAL PDZ, TMR-peptide fluorescence polarization, 1 h; inhibition, % at 24.9 µM; 300,000 compounds, 0.92% hits; AID 602252;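 active = mean inhibition of at least 30% with at least half of replicates also reaching 30%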;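 note: 0% = DMSO neutral control and 100% = excess unlabeled competitor peptide PRC23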
Rtt109 Vps75: blocks Candida albicans Rtt109/Vps75 acetyltransferase activity; Q5AAJ8; purified Rtt109/Vps75, ThioGlo CoA-SH fluorescence, 4 h; inhibition, % at 34.9 µM; 330,000 compounds, 0.16% hits;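 active = inhibition of at least 50% in every replicate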
Target sequence (Q5AAJ8 whole entry, looked up): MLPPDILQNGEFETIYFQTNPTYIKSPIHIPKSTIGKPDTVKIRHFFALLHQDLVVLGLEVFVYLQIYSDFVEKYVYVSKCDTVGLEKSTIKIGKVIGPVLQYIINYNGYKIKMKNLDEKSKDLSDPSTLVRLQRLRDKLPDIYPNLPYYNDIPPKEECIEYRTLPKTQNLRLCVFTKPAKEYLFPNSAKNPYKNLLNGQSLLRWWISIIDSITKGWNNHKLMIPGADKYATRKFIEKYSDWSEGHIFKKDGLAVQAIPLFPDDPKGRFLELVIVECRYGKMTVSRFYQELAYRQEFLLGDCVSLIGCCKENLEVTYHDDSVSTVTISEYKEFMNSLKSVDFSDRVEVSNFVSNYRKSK
RTF Ca sens inh: cardiac RTF calcium desensitization. P19429+P45379. IANBD-labeled cardiac RTF, Ca2+ fluorescence. inhibition, % at 7.15 µM. 340,000 compounds, 0.12% hits. AID 493244;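 active = inhibition above the mean inhibition of all tested compounds plus 3 SD, cut at about 17% in these data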;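 note: assay run at fixed EC70 calcium of 1.6 mM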
SR-BI uptake up: SR-BI HDL lipid transfer activation. CHO ldlA[mSR-BI] cells, DiI-HDL uptake fluorescence, 3 h; 100 = double the neutral-control signal. activation, % at 12.5 µM. 320,000 compounds, 0.096% hits;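 active = mean replicate activation of at least 60% and every replicate at or above 60%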;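 note: 0% = median plate neutral-control signal and 100% = twice that signal; values of inactives mirror those of a sister screen read the other way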
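Material: SR-BI-overexpressing, LDLR-lacking CHO cells | Dosing: Single compound concentration, delivered by pin transfer | Probe or stimulus: Labelled HDL, 10 µg/mL | Signal: Bottom-read cell fluorescence after medium removal, ex 550/em 595 nm | Schedule: 3 h, 37 °C | Evaluation: HDL uptake via cellular fluorescence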
CAL PDZ FP-2: blocks peptide binding to human CAL PDZ domain. purified CAL PDZ, TMR-peptide fluorescence polarization, 1 h. AID 504414. 330,000 compounds, 0.02% hits. Q9HD26. inhibition, % at 20 µM;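 active = highest replicate inhibition of at least 40%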;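 note: plate controls were DMSO neutral control wells for no effect and unlabeled competitor peptide control wells for full effect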
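Read-out basis: mP drop reported as inhibition | Assay system: Tagged CAL PDZ protein CerCALP, purified | Benchmarks: Unlabelled peptide for full inhibition, DMSO wells as neutral | Schedule: 1 h incubation at room temperature before polarization reading | Buffer or medium: Sodium phosphate/NaCl buffer pH 7.4 with TCEP, IgG, Thesit | Doses: Single point, 20 µM | Measured by: Fluorescence polarization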
RTF Ca sens act: cardiac RTF calcium sensitization | IANBD-labeled TnC RTF fluorescence at EC20 calcium; 0% EC20 calcium, 100% full calcium | 340,000 compounds, 0.24% hits | activation, % at 7.2 µM | AID 493008 | P19429+P45379;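 active = activation above the mean over all tested compounds plus 3 SD, cut at about 30% in these data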;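 note: rise in fluorescence read as greater calcium sensitivity of cardiac thin filaments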
C-LANA FP: KSHV C-LANA DNA binding inhibition | inhibition, % at 9 µM | 340,000 compounds, 0.078% hits | MBP-C-LANA/FAM-LBS DNA binding, fluorescence polarization;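 active = highest replicate inhibition at or above 60% at 9 µM, even if other replicates fall short; inactive = all replicates below 60% inhibition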;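 note: 0% = neutral control wells and 100% = 4 µM acridine orange control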
PKA-R2B act: activates the human PKA-R2B holoenzyme complex; P22694+P31323; PKA-R2B holoenzyme dissociation, Cy5-IP20 fluorescence polarization; R2B truncated from residue 108, S112A mutant; 0% DMSO only, 100% 113 µM cGMP; activation, % at 11.4 µM; 340,000 compounds, 0.079% hits; AID 504700;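 active = activation above a cutoff set at the mean over all compounds plus 3 SD, cut at about 18% in these data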;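 note: higher means more holoenzyme dissociation and a rise in polarization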
Target sequence (P31323 whole entry, looked up, other chains not shown, the tested form may be a part): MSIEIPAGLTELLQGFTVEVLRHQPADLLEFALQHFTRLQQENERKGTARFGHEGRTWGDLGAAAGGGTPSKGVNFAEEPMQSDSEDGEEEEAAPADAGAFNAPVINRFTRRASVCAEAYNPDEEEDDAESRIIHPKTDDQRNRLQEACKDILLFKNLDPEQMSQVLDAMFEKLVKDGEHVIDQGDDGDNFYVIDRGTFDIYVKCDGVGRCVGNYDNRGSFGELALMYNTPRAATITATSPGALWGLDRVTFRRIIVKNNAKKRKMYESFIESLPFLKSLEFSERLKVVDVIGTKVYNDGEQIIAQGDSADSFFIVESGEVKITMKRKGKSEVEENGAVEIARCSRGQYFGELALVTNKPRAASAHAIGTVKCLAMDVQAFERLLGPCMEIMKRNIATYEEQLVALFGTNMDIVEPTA
Keap1-Nrf2 PPI: inhibitors of human Keap1-Nrf2 protein-protein interaction | Keap1 Kelch-Nrf2 peptide fluorescence polarization, 1536-well | Q14145 | inhibition, % at 9.4 µM | 340,000 compounds, 0.15% hits; in the data active = inhibition above about 12%;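 note: human Keap1 Kelch domain with fluorescein labeled Nrf2 9mer peptide probe; 0% = neutral control wells and 100% = peptide positive control; higher means more block of Keap1 binding to Nrf2 peptide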
Numbers without * were called inactive; . = not tested or not shown.

entry	smiles	DAGLB inh	CAL PDZ FP-1	Rtt109 Vps75	RTF Ca sens inh	SR-BI uptake up	CAL PDZ FP-2	RTF Ca sens act	C-LANA FP	PKA-R2B act	Keap1-Nrf2 PPI
1	CCc1ccc(S(=O)(=O)Nc2cc(SCC(=O)O)c(O)c3ccccc23)cc1	-5	16	-5	-7	-6	19	2	1.7	-2	-29
2	CN1CCN(C(=O)c2ccc3c(Cl)c4c(nc3c2)CCCC4)CC1	-4	-5	1	0	3	-1.3	-6	-0.3	-9	1
3	COc1ccc(S(=O)(=O)Nc2nnc(CC(C)(C)C)s2)cc1	1	7	17	-32	7	-0.4	2	-2.0	5	-4
4	Cc1nc(C)c(C(=O)C2=C(O)C(=O)N(CCCn3ccnc3)C2c2ccccc2)s1 (centres undefined)	-1	-4	3	-7	-7	-0.6	-3	3.6	7	-5
5	Cc1c(C(=O)N2CCCC2)c(S(=O)(=O)Nc2ccccc2)c(C)n1C	6	-13	-13	-16	1	-8.6	8	0.5	1	-6
6	CCN(C(=O)C(C)Sc1ccc(S(=O)(=O)N2CCOCC2)cn1)c1ccccc1 (centres undefined)	-3	.	-3	-4	16	0.5	3	1.0	2	-9
7	COc1ccc(NC(C)=O)cc1NC(C)C(=O)Nc1ccccc1F (centres undefined)	-2	0	-8	9	13	-0.9	-1	-0.4	-11	-1
8	Cc1cc(NC(=O)COc2ccc(Cl)cc2Cl)n(-c2ccccc2)n1	-15	1	1	-2	-18	-4.0	1	-0.2	2	-2
9	COc1ccccc1CNCC(O)(c1ccc(Cl)cc1)c1ccc(Cl)cc1	-11	.	-1	-8	-1	-1.1	-1	-0.9	-6	-7
10	O=C(Cc1c(F)cccc1Cl)NCCc1c[nH]c2ccccc12	-3	8	0	6	.	0.8	-5	-0.2	13	-1
11	COCCCn1c(-c2ccccc2Cl)n[nH]c1=S	2	1	-4	7	21	.	1	1.5	-2	0
12	O=C(O)c1ccc(NC(=O)c2ccccc2NC(=O)c2ccccc2Br)cc1	-1	.	2	-16	26	-1.3	-1	0.4	-1	6
13	Cc1ccc(C2=NCCn3nc4cc([N+](=O)[O-])ccc4c32)cc1	1	-1	5	-12	-34	-0.7	0	-0.5	7	-3
14	CCOC(=O)c1c(NC(=O)C(=O)N/N=C/c2ccccc2OC)sc2c1CCCCC2	-1	-2	-6	2	-52	-0.5	4	1.2	4	-1
15	Cc1ccc2c(Cl)c(C(=O)Nc3cc(C)on3)sc2c1	-9	-4	-9	-10	-15	-3.0	2	1.6	7	-1
16	CC(Oc1ccc(Cl)cc1)C(=O)Nc1nccs1 (centres undefined)	1	-5	-6	3	-2	-3.6	-2	0.5	1	0
17	O=c1c2ccccc2cnn1CCOc1ccccc1	-4	-1	-3	-6	-12	-2.6	-2	-0.7	-5	-2
18	COc1cc2c(cc1OC)C(c1cccc([N+](=O)[O-])c1)N(C(=O)c1ccc(F)cc1)CC2 (centres undefined)	0	-1	8	4	-48	0.1	4	1.1	-6	-5
19	COc1ccc(C(=O)NC2CC2)cc1OC1CCN(Cc2ccc(F)c(F)c2)CC1	2	2	0	10	7	-1.4	-5	-0.2	-21	-3
20	CS(=O)(=O)c1nc(S(=O)(=O)c2ccc(Cl)cc2)c(NCCN2CCOCC2)s1	3	-3	-2	-3	6	-1.7	-2	-1.7	1	1
21	CC1CC(=O)Nc2ccccc2N1C(=O)Cn1cnc2ccccc2c1=O (centres undefined)	-3	-1	-7	2	28	0.0	-2	-0.4	6	-2
22	O=C1NC2=C(C(=O)CCC2)C(c2ccc3ncccc3c2)N1 (centres undefined)	1	-3	-6	0	10	0.4	-7	-1.3	-10	1
23	CC(Oc1ccc2c(c1)c1ccnc3c4ccccc4c(=O)n2c13)C(=O)NCCN1CCOCC1 (centres undefined)	-1	-8	-197	-8	-32	-2.2	5	-13	9	-3
24	O=C(NCc1ccccc1)c1onc(CSc2ccc(F)c(F)c2)c1C(=O)NCc1ccccc1	-25	2	3	-16	-6	-0.7	5	-0.8	8	0
25	NS(=O)(=O)c1ccc(CCNC(=O)C(=O)c2c[nH]c3ccccc23)cc1	-1	-4	3	7	-10	-5.4	-10	1.7	-21	1
26	CC(C)(C)NC(=O)NC(=O)COc1ccc(Br)cc1Br	-4	-4	-4	-11	-19	-0.7	7	0.1	1	3
27	CC(C)(C)CC(C)(C)N=C1NS(=O)(=O)c2cc([N+](=O)[O-])ccc21	0	3	4	-2	-14	0.0	-1	0.3	-3	-2
28	CC(=O)c1ccc(-c2ccc(/C=C(/Sc3n[nH]c(C)n3)C(=O)O)o2)cc1	7	-5	-8	-19	.	-1.1	2	15	9	1
29	O=S(=O)(Nc1nc2ccccc2nc1Cl)c1ccc(Cl)cc1	14	-6	-1	1	4	-0.8	6	2.2	-9	0
30	COc1cccc(NC(=O)N2CCN(c3cccc(C)c3)C(C)C2)c1 (centres undefined)	-2	-1	3	1	-26	-0.2	3	0.9	2	-3
31	O=C(Cc1ccccc1)NCCS(=O)(=O)N1CCN(c2cccc(Cl)c2)CC1	2	0	-9	-11	18	-2.0	-4	0.2	3	-1
32	C=CCN1C(=O)N(CC=C)c2cccc3cccc1c23	0	-10	1	-5	7	-0.1	-2	-0.4	-11	1
33	COC(=O)c1ccc(C2C(C(=O)c3ccco3)=C(O)C(=O)N2c2cc(C)on2)cc1 (centres undefined)	-1	-5	12	-2	2	-3.3	-2	-0.7	3	1
34	Cc1ccc(-c2cc(-c3ccccc3C)[nH]n2)c(O)c1	-8	0	4	-6	-32	-0.4	-1	1.1	2	3
35	O=C(Cn1nc(-c2ccc3c(c2)OCCO3)ccc1=O)Nc1ccc(-n2cnnn2)cc1	9	.	2	6	4	-0.4	2	0.0	-4	1
36	O=C(Cc1cccs1)N1CCN(S(=O)(=O)c2ccc(F)c(F)c2)CC1	0	-3	-1	-6	3	0.0	-4	-1.4	-11	-1
37	Cn1nnc2cc(NC(=O)Nc3cccc(C(F)(F)F)c3)ccc21	-1	-2	5	-8	4	-0.9	0	0.8	5	-4
38	COc1ccccc1CN(Cc1cc2cc3c(cc2[nH]c1=O)OCCO3)Cc1nnnn1Cc1ccco1	-1	2	0	-8	2	0.3	0	1.2	-2	-11
39	O=C(C1CC1)N1CCc2cc(Br)cc(S(=O)(=O)N3CCCCCC3)c21	-2	.	5	-1	-28	-2.6	5	1.2	-6	-2
40	Cc1nc2ccccc2c2oc(C(=O)NCCCN3CCCC3=O)cc12	-1	.	0	-3	17	1.4	-4	1.2	9	0
41	CC(=O)c1ccc(OCc2cc(C(=O)N(C)C(C)c3ccon3)no2)cc1 (centres undefined)	0	-11	-3	0	6	-1.8	-4	1.0	-9	1
42	Cc1c(NC(=O)COC(=O)CCC(=O)c2ccc(Cl)cc2)c(=O)n(-c2ccccc2)n1C	2	-2	3	-6	-23	-1.6	2	1.9	0	0
43	CC(C)CN(C(=O)COC(=O)C1=COCCO1)c1c(N)n(Cc2ccccc2)c(=O)[nH]c1=O	-1	2	-10	-8	17	-2.3	-2	-1.5	-10	-2
44	O=C(COC(=O)c1cc(-c2cccs2)nn1-c1ccccc1)Nc1ccc(F)c([N+](=O)[O-])c1	-1	0	30	-7	-27	-1.7	-6	-1.1	-2	-2
45	CC(C)(C)NC(=O)c1ccncc1	-3	-2	5	1	23	-1.6	-2	0.9	-1	2
46	O=C(Nc1ccc(S(=O)(=O)N2CCOCC2)cc1)c1ccc(Br)o1	-1	-1	-1	-3	28	-0.1	7	2.9	-3	-2
47	O=C(CNC(=O)c1ccccc1)NCC(=O)OCC(=O)c1ccc(F)cc1	-1	6	-7	2	16	-2.4	-3	0.5	1	-1
48	CCN(Cc1ccccc1)C(=O)CCc1nc(CN2CCN(C(=O)c3ccc([N+](=O)[O-])cc3)CC2)no1	1	2	16	-3	-3	-0.5	-2	-0.5	4	-7
49	CCc1cc(=O)[nH]c(SCCc2ccccc2)n1	0	-5	10	-10	8	0.0	-1	-0.2	3	-3
50	N#C/C(=C\c1ccc[nH]1)C(=O)c1ccccc1	-2	-3	-1	-4	15	-0.3	1	-0.2	-12	1
51	Cc1cccn2c(CNCCCn3ncc4ccccc43)c(C(=O)N3CCCCC3)nc12	-2	3	5	1	9	-0.3	0	-0.3	-11	-5
52	O=C(CN1CCC(C(=O)c2ccc(F)cc2)CC1)Nc1ccccc1	-1	.	0	-6	1	-2.3	1	-1.3	-11	-2
53	O=C(O)CCC(=O)Nc1ccc(N2CCCCC2)c(C(=O)O)c1	-2	4	1	0	-1	-1.9	-1	-0.2	-6	-3
54	Cc1nnnn1/C(=C\c1ccccc1)C(=O)OCC(=O)NC1CCCCC1	-4	-1	0	0	-4	-0.1	1	-2.1	1	-19
55	NC(=O)c1ccc(NC(=O)COC(=O)CC23CC4CC(CC(Br)(C4)C2)C3)cc1	1	-2	-11	-1	6	-1.8	-4	0.4	-2	-2
56	COc1ccc(S(=O)(=O)N2CCCCCC2)cc1NC(=O)Cc1ccccc1	-2	-1	-14	0	4	7.0	0	-1.5	5	1

Screening results from PubChem.
